mcGAS lum: blocks mouse cGAS activity; Q8C6L5; recombinant cGAS, Kinase-Glo ATP depletion luminescence; inhibition, % at 12.5 µM; 160,000 tested, 0.15% active; AID 1259399;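 also: 0% = negative control wells and 100% = reference inhibitor with no enzyme activity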
hcGAS lum: inhibitors of human cGAS. recombinant h-cGAS, ATP depletion, Kinase-Glo luminescence. inhibition, % at 12.5 µM. 290,000 tested, 0.081% active. AID 1259398;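 also: 0% = vehicle reaction and 100% = reaction without DNA for no activity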
Target sequence (Q8N884 whole entry, looked up): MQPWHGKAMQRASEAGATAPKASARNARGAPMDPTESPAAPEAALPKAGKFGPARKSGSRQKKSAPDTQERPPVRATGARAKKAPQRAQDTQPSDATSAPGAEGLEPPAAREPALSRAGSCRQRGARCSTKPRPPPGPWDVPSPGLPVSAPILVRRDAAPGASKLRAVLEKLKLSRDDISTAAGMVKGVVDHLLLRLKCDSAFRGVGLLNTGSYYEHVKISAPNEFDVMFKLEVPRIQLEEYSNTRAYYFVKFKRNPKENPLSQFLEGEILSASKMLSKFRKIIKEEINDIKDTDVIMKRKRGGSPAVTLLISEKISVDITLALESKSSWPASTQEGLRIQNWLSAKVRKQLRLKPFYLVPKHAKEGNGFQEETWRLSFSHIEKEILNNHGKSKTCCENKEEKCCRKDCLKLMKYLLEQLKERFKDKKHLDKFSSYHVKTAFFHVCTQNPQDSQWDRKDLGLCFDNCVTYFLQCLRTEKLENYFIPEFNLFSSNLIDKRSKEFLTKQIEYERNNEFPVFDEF
NPYLR7 agonist: activates Aedes aegypti NPYLR7 receptor | HEK293T NPYLR7/Galpha15, GCaMP6s calcium fluorescence | activation, % at 10 µM | 270,000 tested, 0.15% active | AID 1259423; in the data active = activation above about 40%;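 also: 0% = vehicle and 100% = reference agonist at the receptor; some compounds past the cut are filed as inactive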
* = called active by the depositor; · = not tested or not shown; & = joins results of further samples. Rule as the data show it, unless noted: active = inhibition above about 40%; inactive = the rest.

canonical_smiles	mcGAS lum	NPYLR7 agonist	hcGAS lum
COCCN(CC(C)C)C(=O)Nc1ccc(C)cc1Br	·	3.4	2.4
O=C(CCC1CCN(Cc2cccc(Oc3ccccc3)c2)CC1)N1CCOCC1	-10.7	33.9	-11.0
COC(=O)N1CCC(Nc2nc3c(cc2C#N)CCC3)C1 (stereo not given)	·	9.8	-9.5
O=C(Nc1ccc2c(c1)OCO2)c1cccc(CN2CC[C@H](O)C2)c1	-0.7	5.0	-5.5
COC(=O)C(C#N)C(c1cccnc1)c1c(C)[nH][nH]c1=O (stereo not given)	-6.7	-2.0	-9.4
COc1ccc(-n2nc(-c3ccco3)cc2C(=O)N2CCN(c3ccc([N+](=O)[O-])cc3)CC2)cc1	-4.2	23.3	-10.2
COc1ccc(-n2ncc(Oc3cccc(C)c3C)c(Nc3ccc(C(=O)NCC4CCCO4)cc3)c2=O)cc1 (stereo not given)	-5.2	9.1	-3.3
O=c1cc(COc2ccc(Cl)cc2)nc2ccc(Br)cn12	·	10.5	-6.4
CC(C#N)c1cccc(C(=O)N2CCOC(COc3cccc(C(F)(F)F)c3)C2)c1 (stereo not given)	·	12.3	-3.2
COc1ccccc1-n1ncc2c(C)nnc(SCC(=O)NC3CCCC3)c21	-11.7	-11.2	-2.9
Cc1ccccc1-n1ncc(C(C)NC(=O)Cc2ccc(F)cc2Cl)c1C (stereo not given)	-8.6	-1.5	-4.1
COc1cccc(CC(C2CCN(C(=O)[C@H]3C[C@@H]4C=C[C@H]3C4)CC2)N(C)C(=O)CCSC)c1 (stereo not given in full)	-11.1	8.4	-8.2
Cn1cc(I)c(C(=O)O)n1	·	-1.6	-6.4
COCC(=O)Nc1cc(C(=O)N(C)CC2Cc3ccccc3O2)cc2nc(-c3cccnc3)n(C)c12 (stereo not given)	-11.9	18.4	-7.9
Cc1ccccc1C(C)NC(=O)Cn1c(-c2cscn2)nc2ccccc21 (stereo not given)	·	-3.4	-2.5
COc1ccc2cc(C(=O)NCC(c3cccs3)N3CCOCC3)ccc2c1 (stereo not given)	·	1.5	-7.4
Cc1cccc(-c2nc(C#N)c(NCc3ccccc3Cl)o2)c1	·	0.9	1.9
CCOC(=O)C1=C(C)N(C)C(=O)NC1c1ccc2c(c1)OCO2 (stereo not given)	·	0.1	-8.8
O=C(c1ccc(CSc2nc3ccccc3o2)cc1)N1C2CCC1CC(Oc1cccc(C(F)(F)F)c1)C2 (stereo not given)	2.2	-15.4	-2.8
O=[N+]([O-])c1ccccc1C=CC=Nn1cc(-c2ccccc2)[nH]c1=S	·	2.0	-6.5
CCc1[nH]c2ccc(CNc3ncc(F)c(N4CCOCC4)n3)cc2c1C	·	-1.1	-4.8
O=C1C(c2ccccn2)=[N+]([O-])c2ccccc21	·	-9.0	-4.2
COc1ccc(-c2cc(N)n(-c3ccc(C(=O)NC(c4ccccc4)c4ccccn4)cc3)n2)cc1 (stereo not given)	-3.9	-9.0	-5.2
COC(=O)c1ccccc1NS(=O)(=O)c1cc(OC)ccc1OC	-4.7	5.2	-6.9
Cc1cc(C(=O)NCC2CCCN(Cc3cnc(C)s3)C2)no1 (stereo not given)	·	12.1	-9.8
Cc1c(C(=O)NC2CC2)cnn1-c1ccccc1C(F)(F)F	·	1.0	-4.7
CC1(Cc2cccc(F)c2)C(=O)Nc2ccc(-c3cccnc3)cc21 (stereo not given)	-2.5	0.9	1.4
CCOC(=O)C1=NN(c2ccc(C)cc2)C2OCCCC12 (stereo not given)	·	8.6	-9.9
CCCN(Cc1nc2sc3c(c2c(=O)[nH]1)CCC3)C1CC(OCC)C12CCCC2 (stereo not given)	·	14.4	-9.9
CCCc1nc(C)cc(N2CC(n3nc(C)cc3C)C2)n1	·	4.5	-6.0
COc1ccc(NC(=O)CN2CN(c3ccccc3)C3(CCN(C(=O)c4ccccc4OC)CC3)C2=O)cc1	-3.5	11.0	-4.0
Cc1cc(=O)[nH]c(-n2nc(C)c(CCC(=O)Nc3ccc4c(c3)OCCO4)c2C)n1	·	2.7	1.6
O=C(Nc1cc(-n2cccc2)ccc1F)C1CCS(=O)(=O)C1 (stereo not given)	·	7.9	-8.7
O=S(=O)(Cc1ccccc1)N1CCN(Cc2ccccc2)CC1	-2.8	2.4	-10.7
O=C(Cn1nc(-c2ccc(F)cc2)ccc1=O)Nc1cc(C(F)(F)F)cc(C(F)(F)F)c1	·	10.7	-8.5
O=S(=O)(O)NC1CCCCC1	·	-11.6	1.3
FC(F)(F)c1cccc(N2CCN(c3nc(-c4ccc(OCc5ccccc5)cc4)nc4ccccc34)CC2)c1	-0.1	-1.3	4.9
Cc1ccc(CNC(=O)C2CCCN(C3CCN(C(=O)C4CC4)CC3)C2)o1 (stereo not given)	·	3.8	-7.4
O=C1OCC2(CCN(C(=O)c3ccc(-c4ccccc4Cl)o3)CC2)O1	-12.7	-4.2	-4.2
Cc1ccccc1/C=N\NC(=O)Cn1cnc([N+](=O)[O-])n1	-6.5	-11.2	-2.8

3 compounds from above, sorted by number of heavy atoms, smallest number first.
canonical_smiles	mcGAS lum	NPYLR7 agonist	hcGAS lum
O=S(=O)(O)NC1CCCCC1	·	-11.6	1.3
Cc1cc(C(=O)NCC2CCCN(Cc3cnc(C)s3)C2)no1 (stereo not given)	·	12.1	-9.8
Cc1cc(=O)[nH]c(-n2nc(C)c(CCC(=O)Nc3ccc4c(c3)OCCO4)c2C)n1	·	2.7	1.6

(further entries)
canonical_smiles	mcGAS lum	NPYLR7 agonist	hcGAS lum
COc1ccc(-c2nn(-c3ccccc3)cc2CNCCn2cccn2)c(F)c1	-11.8	9.7	-12.6
CC(C)Cc1noc(C2CCCN(Cc3ncc[nH]3)C2)n1 (stereo not given)	·	8.2	-7.5
CCC(C)NC(=O)c1ccc(OCCOC)c(Br)c1 (stereo not given)	·	19.1	-2.8
CC(C)(O)C#Cc1ccc(C(=O)N[C@@H]2c3ccccc3C[C@@H]2O)o1	·	1.5	-6.3
Cc1[nH]c(=S)[nH]c(=O)c1C	·	26.4	3.4
Cc1ccc(NC(=O)NC(=O)C(C)Sc2nc(CN3CCOCC3)nc3ccccc23)c(C)c1 (stereo not given)	·	0.8	-2.7
CCOC(=O)CSc1nnc2n1CCN2c1ccc(OC)cc1	-8.8	3.0	-3.6
Cc1ccc(-c2nnc(SCc3ccc(C(=O)NCc4ccncc4)cc3)n2-c2cccc(Cl)c2)cc1	-6.0	11.2	-2.1
c1ccc(C(Cc2nc(-c3cccnc3)no2)c2ccccc2)cc1	·	0.1	-5.0
COc1ncc(CN2CCC(C(O)c3cccs3)CC2)cn1 (stereo not given)	·	5.2	-6.3
CCCCSc1nc2c(c(=O)[nH]1)C(c1cccs1)C(C(=O)OC)C(C)=N2 (stereo not given)	·	-4.0	-6.3
COc1cc(OC)nc(C(NC(=O)C2CCN(C/C=C/c3ccccc3)CC2)c2ccc(F)cc2)n1 (stereo not given)	-3.0	5.8	-4.6
Cc1onc(-c2ccccc2Cl)c1C(=O)NCC1Cc2cc(C(C)(C)C)ccc2O1 (stereo not given)	-10.9	-1.1	-4.5
C=CCN(C(=O)c1ccc(-c2cccc(C(F)(F)F)c2)s1)C1CCCCC1	-8.1	2.1	-8.5
Cc1ccc(CN(C)Cc2cn(Cc3ccccc3)nc2-c2ccc3c(c2)OCO3)o1	-11.5&-5.8	6.7&0.2	-7.2&-4.8
Cc1cc(NC(=O)COC(=O)C2(c3cccc(Cl)c3)CCC2)no1	·	-4.6	0.0
c1csc(-c2nc(SCC3COc4ccccc4O3)n[nH]2)c1 (stereo not given)	·	-0.6	-6.9
CCOc1ccccc1CN1CCCn2cccc2C1c1cc(OC)cc(OC)c1 (stereo not given)	-3.1	-0.2	-1.9
Cc1nccc(-c2cccc(NC(=O)CC3(CC(=O)O)CCCC3)c2)n1	-2.7	-0.4	-2.4
CC1(C)CC(=O)C(N=Nc2cc(S(=O)(=O)N3CCOCC3)ccc2Cl)=C(O)C1	·	5.5	-3.3
COc1c[nH]c(CN2CCCC(C(=O)c3ccc(-c4ccccc4)cc3)C2)cc1=O (stereo not given)	·	-7.3	-1.3
COc1ccc(C(=O)C[n+]2ccc3c(c2)ncn3C)cc1	·	-10.8	-4.1
CCOc1ccc(C(C2Sc3nc(CC)nn3C2=O)N2CCC3(CC2)OCCO3)cc1 (stereo not given)	-8.6	0.9	-8.1
Cc1cn2nc(NC3CCc4ccccc43)sc2n1 (stereo not given)	·	7.0	-13.1
N#Cc1ccc(Sc2n[nH]c(CCC3CCCC3)n2)nc1	-8.2&-5.9	6.7&11.2	-10.8&-3.5
O=C(c1cccc(Cl)c1)N1N=C(C2CCCCC2)CC1(O)C(F)(F)F (stereo not given)	-7.2	0.4	-19.4
COc1ccc(-c2nc(CSc3ccccc3F)cs2)cc1OC	-8.2	0.9	-6.7
NC(=O)c1ccc(NC(=O)CS(=O)(=O)c2cn(CC(=O)N3CCOCC3)c3ccccc23)cc1	-7.6	-2.6	-11.4
COc1ccc(OC)c(N2C3=[N+](CCCS3)CC2(O)c2ccc(Cl)cc2)c1 (stereo not given)	-5.2	5.6	-5.3
COc1cc(C(=O)OCCCN2CCCN(CCCOC(=O)c3cc(OC)c(OC)c(OC)c3)CC2)cc(OC)c1OC	-3.4&-1.3	4.6&5.4&6.9	-5.2&-1.0&5.8
Ic1cccc(CSc2nnc(-c3cc(-c4ccccc4)nc4ccccc34)n2CC2CCCO2)c1 (stereo not given)	-7.4	-7.5	-7.9
COc1cc2c(cc1OC)C(c1ccc(N)cc1)=NNC(=O)C2	·	-11.6	-3.9
Cc1cc(C(=O)NCCn2ncc3c(N4CCCC4)ncnc32)no1	-8.3	1.3	-6.4
Cc1ccc(C=C2SC(=S)N(CCC(=O)O)C2=O)o1	·	12.5	-2.4
CCOC(=O)NC(CNCc1ccc(F)cc1F)CC(C)C (stereo not given)	·	0.6	-11.2
CN(C)CCN(Cc1ccc(Cl)cc1)C(=O)C1CCC(=O)NC1 (stereo not given)	·	3.9	-16.7
Cc1cc(C)c(CNC(C)(C)c2noc(CN(C)C)n2)cc1C	·	1.4	-14.5
CCc1nnnn1Cc1noc2c1CCCC2	·	9.7	-8.1
COc1cc(OC)cc(-c2noc(CN)n2)c1	·	12.0	-2.1
CCOC(=O)c1c(NC(=O)c2cccc([N+](=O)[O-])c2)sc(C(=O)Nc2ccccc2C)c1C	·	-6.4	-6.1

Six entries from above in another layout.
The line under a structure holds: mcGAS lum, NPYLR7 agonist, hcGAS lum
- COc1cc(OC)cc(-c2noc(CN)n2)c1
  ·, 12.0, -2.1
- CCOC(=O)NC(CNCc1ccc(F)cc1F)CC(C)C (stereo not given)
  ·, 0.6, -11.2
- COc1ccc(OC)c(N2C3=[N+](CCCS3)CC2(O)c2ccc(Cl)cc2)c1 (stereo not given)
  -5.2, 5.6, -5.3
- COc1cc(C(=O)OCCCN2CCCN(CCCOC(=O)c3cc(OC)c(OC)c(OC)c3)CC2)cc(OC)c1OC
  -3.4&-1.3, 4.6&5.4&6.9, -5.2&-1.0&5.8
- Cc1cn2nc(NC3CCc4ccccc43)sc2n1 (stereo not given)
  ·, 7.0, -13.1
- Cc1cc(C)c(CNC(C)(C)c2noc(CN(C)C)n2)cc1C
  ·, 1.4, -14.5

(more compounds)
canonical_smiles	mcGAS lum	NPYLR7 agonist	hcGAS lum
O=C(Nc1ccc(-c2nc3ccccc3o2)cc1)c1ccc(Cl)c([N+](=O)[O-])c1	-1.0	-2.2	0.8
O=C(CSc1nc(=O)n(Cc2ccncc2)c2c1CCC2)N1CCCC1	-7.2	1.9	-2.5
Cn1cc(/C=C/C(=O)Nc2cc(OCC(F)(F)F)cc(OCC(F)(F)F)c2)cn1	·	10.6	0.4
CCN(CC)C(=S)SCC(=O)N1CCc2ccccc2C1	0.6	0.5	-0.8
CCCCCCN=C(NC(=O)c1cccc(OC)c1)OC(C)C	-5.4	-4.4	-8.9
CCOC(=O)c1nn(-c2ccc(Cl)cc2)c(=O)c2c(NC(=O)CCc3ccccc3)scc12	-7.9	9.4	-6.9
CCCS(=O)(=O)Nc1ccccc1C(=O)Nc1ccc(Cl)c(Cl)c1	·	5.8	-6.3
Cc1onc(-c2c(F)cccc2Cl)c1C(=O)N1CCC(n2c(=O)[nH]c3ccccc32)CC1	-2.6	-4.4	-0.5
O=C(Oc1coc(CSc2ncccn2)cc1=O)c1cc(Cl)ccc1[N+](=O)[O-]	0.5	-14.9	2.6
CCC(=O)Nc1cccc(OCC(=O)NCCF)c1	-13.0	6.6	-5.8
O=C1CSc2ccc(C(=O)OCCN3C(=O)c4ccccc4S3(=O)=O)cc2N1	·	0.7	-14.1
NCC1Cc2cc(-c3ccccc3OCCn3ccnc3)cc(Cl)c2O1 (stereo not given)	-13.8	7.6	-2.0
CC(=O)Nc1cccc(-c2nccc(CCC(F)(F)F)n2)c1	-14.7	·	-5.3
O=C(Cc1ccccc1)N1CCCC(OCc2ccccc2)C1 (stereo not given)	·	-2.7	8.7
CN(CCNC1CCN(c2ccc(F)cc2)C1)S(C)(=O)=O (stereo not given)	·	-4.3	1.6
CCc1ccc(-c2nn(CC(=O)NCc3ccc(F)cc3)c(=O)c3nc(C)sc23)cc1	-6.3	2.3	1.6
COCCn1c(SCC(=O)Nc2ccc(C)cc2C)nc2c([nH]c3ccccc32)c1=O	-6.9	0.0	-4.4
COc1ccc(Cc2nc(CSc3cccs3)cs2)cc1	-3.1	11.7	-5.7
Cc1c(C(=O)NC2CC2)c(C(F)(F)F)nn1C1CCCN(C)C1 (stereo not given)	·	12.8	-1.3

Screens as filed in PubChem.
